Screens deposited in PubChem by several laboratories.
TWEAK Fn14 block = inhibitors of TWEAK-Fn14 interaction signaling | 360,000 tested, 2% active | AID 1159606 | TWEAK-stimulated Fn14 reporter cells, luciferase luminescence, 8 h | inhibition, % at 10 µM; in the data active = inhibition above about 50%
aDG glyco act = increases alpha dystroglycan glycosylation; Pro5-aDG cells, alpha-DG glycosylation AlphaScreen (IIH6); 0% Pro5, 100% B10-LARGE cell signal; activation, % at 10 µM; 360,000 tested, 0.22% active;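 active = activation of at least 8% versus controls, or a plate z-score of at least 8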;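 also: Pro5 are CHO cells carrying HIG-tagged alpha-DG that lacks glycosylation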
KKLEB tox = CF airway cell cytotoxicity counter-screen; KKLEB CF airway cells viability, ATPlite luminescence, overnight; stronger effect = lower value; cells stimulated with P. aeruginosa culture filtrate; activity change (cytotoxicity), % at 5 µM; 360,000 tested, 0.36% active; AID 602141;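 active = corrected activity change at or below -50% at 5 µM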
MITF TRPM1 inh = MITF TRPM1 promoter inhibition in SK-MEL-5 cells. 330,000 tested, 0.83% active. inhibition, % at 12.5 µM. SK-MEL-5 TRPM1 promoter luciferase, 24 h;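 active = mean inhibition across replicates of 60% or more, whatever share of single replicates reaches that level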; also: values of inactives mirror those of a sister screen read the other way
iPSC survival up = hiPSC single-cell survival enhancement; ATPlite luminescence; 100% = ROCK inhibitor wells, 0% = DMSO; survival enhancement, % at 20 µM; 360,000 tested, 0.044% active; AID 602274; in the data active = survival enhancement above about 18%;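 also: cells exposed to compounds for 16 hours before the ATP read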
NR2E3 ag-1 = activates human photoreceptor nuclear receptor NR2E3 | Q9Y5X4 | GST-NR2E3/biotin-RetCOR TR-FRET, 1536-well | inhibition of corepressor binding, % at 4.78 µM | 320,000 tested, 0.12% active | AID 2300;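 active = percent inhibition above the cutoff of mean plus 3 SD of all tested compounds, set per screening campaign, cut at about 20% in these data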;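 also: 0% = DMSO wells and 100% = biotin wells as full block of FRET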
Target sequence (Q9Y5X4 whole entry, looked up): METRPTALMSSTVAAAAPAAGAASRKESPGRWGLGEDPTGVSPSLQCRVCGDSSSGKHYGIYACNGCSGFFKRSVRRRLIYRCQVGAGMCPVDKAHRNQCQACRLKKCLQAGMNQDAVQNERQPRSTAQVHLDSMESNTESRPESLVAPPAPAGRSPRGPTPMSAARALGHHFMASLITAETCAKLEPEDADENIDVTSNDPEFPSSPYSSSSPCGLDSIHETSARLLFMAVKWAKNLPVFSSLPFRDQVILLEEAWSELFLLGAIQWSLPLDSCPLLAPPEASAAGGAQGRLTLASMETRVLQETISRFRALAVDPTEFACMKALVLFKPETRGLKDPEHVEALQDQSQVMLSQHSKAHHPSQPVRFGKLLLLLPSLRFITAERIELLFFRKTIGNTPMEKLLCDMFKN
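Format: 1536-well format; test system: GST-NR2E3 and biotin-RetCOR proteins; read-out basis: percent inhibition of TR-FRET ratio; timing: 5 h incubation at 4 °C; detection: time-resolved FRET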
Peg3 promoter = inhibitors of Peg3 promoter; inhibition, % at 20 µM; 360,000 tested, 1.7% active; AID 588405; HeLa PEG-Prom luciferase reporter, luminescence, overnight;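 active = inhibition of at least 50% at 20 µM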
Shn3 inh set2 = Schnurri-3 reporter inhibition in Clone20 osteoblasts; Clone20 osteoblast Shn3 3'UTR firefly luciferase, 24 h; inhibition, % at 12.5 µM; 360,000 tested, 0.52% active;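 active = mean inhibition of at least 75% with every replicate also reaching 75%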;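 also: 0% = median of neutral control wells and 100% = pilot-screen positive control compound; some compounds past the cut are filed as inactive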
CF NFkB inh = blocks PAF-induced NF-kB reporter in cystic fibrosis cells | AID 588850 | 360,000 tested, 0.86% active | KKLEB NF-kB-GFP reporter, GFP fluorescence overnight | inhibition, % at 5 µM;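 active = at least 50% inhibition at 5 µM, scaled per plate between neutral and stimulator controls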;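 also: PAF is a Pseudomonas aeruginosa culture filtrate used as stimulus; plate controls were PAF-stimulated DMSO wells for no effect and unstimulated DMSO wells for full effect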
NR2E3 ag-2 = human photoreceptor-specific nuclear receptor agonism | Q9Y5X4 | CHO-S Gal4-NCOR/VP16-NR2E3 two-hybrid, luciferase | AID 602229 | inhibition of corepressor binding, % at 3.98 µM | 360,000 tested, 0.35% active;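 active = inhibition above the mean of all tested compounds plus 3 SD, cut at about 70% in these data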;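 also: 0% = DMSO with NR2E3 transfected cells and 100% = cells lacking NR2E3 construct; higher means lower luciferase signal from less NR2E3 corepressor binding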
HIF-2a block = blocks HIF-2a reporter activity; 786-0 RCC cells HIF-2a reporter, luciferase luminescence, overnight; 360,000 tested, 0.72% active; inhibition, % at 18.8 µM;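 active = inhibition of the luminescence signal of 40% or more relative to plate controls, in a single-dose primary screen at 18.75 µM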
An asterisk follows results filed as active.

What do the screens show for `NS(=O)(=O)c1ccc(CCNC(c2ccccc2)c2ccccc2)cc1`?
TWEAK Fn14 block: -10; aDG glyco act: -0.2; KKLEB tox: 9; MITF TRPM1 inh: 5; iPSC survival up: 0.6; NR2E3 ag-1: 3; Peg3 promoter: 20; Shn3 inh set2: 15; CF NFkB inh: -22; NR2E3 ag-2: -19; HIF-2a block: 28

How did CC(C)C(=O)N1CCCC1(C)C(=O)Nc1ccc(F)cc1 (centres undefined) do in these assays?
TWEAK Fn14 block: -6; aDG glyco act: -0.1; KKLEB tox: 1; iPSC survival up: 0.2; Peg3 promoter: -2; Shn3 inh set2: 27; CF NFkB inh: 16; NR2E3 ag-2: -12; HIF-2a block: 11

How did CCc1ccc(S(=O)(=O)NCc2cn3ccccc3n2)s1 do in these assays?
TWEAK Fn14 block: -11; aDG glyco act: -0.1; KKLEB tox: -9; MITF TRPM1 inh: -11; iPSC survival up: 0.8; NR2E3 ag-1: 0; Peg3 promoter: -1; Shn3 inh set2: 21; CF NFkB inh: 8; NR2E3 ag-2: -8; HIF-2a block: 8

What do the screens show for `COc1cc(CC(=O)OCC(=O)Nc2ccc([N+](=O)[O-])cc2)cc(OC)c1OC`?
TWEAK Fn14 block: -16; aDG glyco act: -0.4; KKLEB tox: 2; MITF TRPM1 inh: -14; iPSC survival up: -0.5; NR2E3 ag-1: 2; Peg3 promoter: 6; Shn3 inh set2: 5; CF NFkB inh: -1; NR2E3 ag-2: -8; HIF-2a block: 10

How did Cc1ccc(S(=O)(=O)NCc2ccccc2)cc1C(=O)N1CCCCC1 do in these assays?
TWEAK Fn14 block: 1; aDG glyco act: 0.1; KKLEB tox: 0; MITF TRPM1 inh: 8; iPSC survival up: 0.1; NR2E3 ag-1: -4; Peg3 promoter: 4; Shn3 inh set2: 1; CF NFkB inh: -5; NR2E3 ag-2: -24; HIF-2a block: 8

How did Cc1cc(NS(=O)(=O)c2ccc(NC(=O)c3cc(-c4ccccc4Cl)nc4ccccc34)cc2)no1 do in these assays?
TWEAK Fn14 block: 14; aDG glyco act: -0.3; KKLEB tox: 15; MITF TRPM1 inh: -7; iPSC survival up: 0.1; NR2E3 ag-1: -3; Peg3 promoter: 5; Shn3 inh set2: 4; CF NFkB inh: -33; NR2E3 ag-2: -33; HIF-2a block: 17

What do the screens show for `COC(=O)NN1C(=O)C(c2ccccc2)=C(c2ccc(Cl)cc2)C1=O`?
TWEAK Fn14 block: -20; aDG glyco act: -0.1; KKLEB tox: -6; MITF TRPM1 inh: 6; iPSC survival up: -0.8; NR2E3 ag-1: 2; Peg3 promoter: 9; Shn3 inh set2: -1; CF NFkB inh: 7; NR2E3 ag-2: -3; HIF-2a block: 15

Results for COc1ccc(NC(=O)C(=O)NCCN2CCN(C(=O)C(c3ccccc3)c3ccccc3)CC2)cc1 ?
TWEAK Fn14 block: 21; aDG glyco act: 0.1; KKLEB tox: -1; MITF TRPM1 inh: 6; iPSC survival up: 0.0; NR2E3 ag-1: -1; Peg3 promoter: 20; Shn3 inh set2: 20; CF NFkB inh: -6; NR2E3 ag-2: -24; HIF-2a block: 12

What do the screens show for `CCc1cc(=O)oc2cc(OC(C)C(=O)NCC(O)c3ccccc3)c(Cl)cc12` (centres undefined)?
TWEAK Fn14 block: -30; aDG glyco act: 0.4; KKLEB tox: -2; MITF TRPM1 inh: -5; iPSC survival up: -0.6; NR2E3 ag-1: 1; Peg3 promoter: 20; Shn3 inh set2: -11; CF NFkB inh: -9; NR2E3 ag-2: 12; HIF-2a block: 16

How did CC(=O)O/N=C(/c1nonc1N)N(C)C do in these assays?
TWEAK Fn14 block: -18; aDG glyco act: 0.1; KKLEB tox: -12; MITF TRPM1 inh: -4; iPSC survival up: -3.0; NR2E3 ag-1: 3; Peg3 promoter: 0; Shn3 inh set2: 6; CF NFkB inh: 15; NR2E3 ag-2: 1; HIF-2a block: 16

What do the screens show for `Cc1csc2nc(CNC(=O)CCC(=O)O)cn12`?
TWEAK Fn14 block: 16; aDG glyco act: 0.0; KKLEB tox: -6; MITF TRPM1 inh: 3; iPSC survival up: 1.3; NR2E3 ag-1: 2; Peg3 promoter: -4; Shn3 inh set2: 3; CF NFkB inh: -6; NR2E3 ag-2: -21; HIF-2a block: 6

What do the screens show for `CN=C1SC(CC(=O)Nc2cccc(C(F)(F)F)c2)C(=O)N1C` (centres undefined)?
TWEAK Fn14 block: 7; aDG glyco act: 0.1; KKLEB tox: -16; MITF TRPM1 inh: -4; iPSC survival up: -0.7; NR2E3 ag-1: 6; Peg3 promoter: -27; Shn3 inh set2: 20; CF NFkB inh: 26; NR2E3 ag-2: 19; HIF-2a block: 5

What do the screens show for `NS(=O)(=O)c1cccc(NC(=O)COc2ncnc3c2cnn3-c2ccccc2)c1`?
TWEAK Fn14 block: -2; aDG glyco act: -0.1; KKLEB tox: -8; MITF TRPM1 inh: 18; iPSC survival up: 0.0; NR2E3 ag-1: 0; Peg3 promoter: 13; Shn3 inh set2: 5; CF NFkB inh: 3; NR2E3 ag-2: -19; HIF-2a block: 6

Results for Cc1ccc(NC(=O)CCN2C(=O)c3ccncc3C2=O)cc1 ?
TWEAK Fn14 block: -1; aDG glyco act: 0.0; KKLEB tox: 12; MITF TRPM1 inh: -1; iPSC survival up: 1.1; NR2E3 ag-1: -2; Peg3 promoter: 6; Shn3 inh set2: 1; CF NFkB inh: 3; NR2E3 ag-2: -3; HIF-2a block: 18

Results for CC/C(=N\NC(=O)c1ccc2c(c1)OCO2)C12CC3CC(CC(C3)C1)C2 ?
TWEAK Fn14 block: -43; aDG glyco act: -0.3; KKLEB tox: 7; MITF TRPM1 inh: -10; iPSC survival up: -0.6; NR2E3 ag-1: 4; Peg3 promoter: 9; Shn3 inh set2: -12; CF NFkB inh: -29; NR2E3 ag-2: -16; HIF-2a block: -17

How did O=C(NCc1ccc(F)cc1)c1nc(-c2cccs2)no1 do in these assays?
TWEAK Fn14 block: 2; aDG glyco act: 0.0; KKLEB tox: 0; MITF TRPM1 inh: 16; iPSC survival up: -1.6; NR2E3 ag-1: 3; Peg3 promoter: -29; Shn3 inh set2: -10; CF NFkB inh: 11; NR2E3 ag-2: 0; HIF-2a block: -53

Results for COc1cccc(NC(=O)COC(=O)CCC(=O)c2cccs2)c1 ?
TWEAK Fn14 block: 14; aDG glyco act: -0.3; KKLEB tox: -15; MITF TRPM1 inh: 0; iPSC survival up: 0.6; NR2E3 ag-1: 2; Peg3 promoter: -3; Shn3 inh set2: -2; CF NFkB inh: 6; NR2E3 ag-2: -13; HIF-2a block: 13

What do the screens show for `C=CCOC(=O)C1=C(C)NC(SCC(=O)N(CC)CC)=C(C#N)C1c1ccccc1` (centres undefined)?
TWEAK Fn14 block: -55; aDG glyco act: -0.1; KKLEB tox: 3; MITF TRPM1 inh: 8; iPSC survival up: 2.8; NR2E3 ag-1: 0; Peg3 promoter: 22; Shn3 inh set2: 18; CF NFkB inh: -3; NR2E3 ag-2: -12; HIF-2a block: 7

What do the screens show for `CCOc1ccc(Cn2c(O)cc(=O)[nH]c2=O)cc1`?
TWEAK Fn14 block: -9; aDG glyco act: -0.2; KKLEB tox: 5; MITF TRPM1 inh: 8; iPSC survival up: -0.2; NR2E3 ag-1: 3; Peg3 promoter: 3; Shn3 inh set2: 9; CF NFkB inh: 6; NR2E3 ag-2: -12; HIF-2a block: 14

Results for Cc1cccc(NC(=O)c2sc3nc(C)nc(N4CCOCC4)c3c2C)c1 ?
TWEAK Fn14 block: 3; aDG glyco act: 0.4; KKLEB tox: -7; iPSC survival up: -3.8; Peg3 promoter: -18; Shn3 inh set2: -8; CF NFkB inh: -6; NR2E3 ag-2: -35; HIF-2a block: -43

How did Cc1cccc(NC2=NC3(CCCCC3)N=C(N)N2)c1 do in these assays?
TWEAK Fn14 block: 5; aDG glyco act: 0.0; KKLEB tox: -2; MITF TRPM1 inh: 16; iPSC survival up: 2.6; NR2E3 ag-1: -2; Peg3 promoter: 18; Shn3 inh set2: 2; CF NFkB inh: -16; NR2E3 ag-2: -5; HIF-2a block: 16

How did Cc1c(Br)c([N+](=O)[O-])nn1CC(=O)Nc1nccs1 do in these assays?
TWEAK Fn14 block: 20; aDG glyco act: -0.2; KKLEB tox: 12; MITF TRPM1 inh: 2; iPSC survival up: -0.5; NR2E3 ag-1: 2; Peg3 promoter: 10; Shn3 inh set2: 10; CF NFkB inh: -7; NR2E3 ag-2: -14; HIF-2a block: 1

What do the screens show for `Cc1cc(N)ccc1NC(=O)c1ccccc1`?
TWEAK Fn14 block: -16; aDG glyco act: -0.1; KKLEB tox: -3; MITF TRPM1 inh: 0; iPSC survival up: 3.0; NR2E3 ag-1: -1; Peg3 promoter: 1; Shn3 inh set2: -2; CF NFkB inh: 3; NR2E3 ag-2: -2; HIF-2a block: 14

Results for O=C(CCCCCn1c(=S)[nH]c2cc3c(cc2c1=O)OCO3)N1CCN(C2CCCCC2)CC1 ?
TWEAK Fn14 block: 29; aDG glyco act: 0.1; KKLEB tox: -14; MITF TRPM1 inh: 13; iPSC survival up: -0.1; NR2E3 ag-1: -3; Peg3 promoter: 30; Shn3 inh set2: 9; CF NFkB inh: 21; NR2E3 ag-2: -4; HIF-2a block: 19

How did CCc1nc2ccc(C(=O)NCc3cccs3)cn2c1N(CC)CCOC do in these assays?
TWEAK Fn14 block: -28; aDG glyco act: 0.1; KKLEB tox: -5; iPSC survival up: 3.4; Peg3 promoter: 21; Shn3 inh set2: 12; CF NFkB inh: 6; NR2E3 ag-2: 20; HIF-2a block: 2

What do the screens show for `COc1ccc(NC(=O)COc2cc(O)c3c(c2)OC(C)(C)CC3=O)cc1`?
TWEAK Fn14 block: -18; aDG glyco act: 0.1; KKLEB tox: -5; MITF TRPM1 inh: -9; iPSC survival up: 2.2; NR2E3 ag-1: -2; Peg3 promoter: -11; Shn3 inh set2: 47; CF NFkB inh: 7; NR2E3 ag-2: -20; HIF-2a block: -35

What do the screens show for `Cc1cc(Oc2ccc(=O)n(C)n2)nc(SCCOc2ccccc2)n1`?
TWEAK Fn14 block: -6; aDG glyco act: 0.0; KKLEB tox: -19; MITF TRPM1 inh: -4; iPSC survival up: 0.0; NR2E3 ag-1: -2; Peg3 promoter: 3; Shn3 inh set2: -17; CF NFkB inh: 13; NR2E3 ag-2: -24; HIF-2a block: 7

2 consecutive entries already listed, for reference:
What do the screens show for `COc1ccc(NC(=O)COc2cc(O)c3c(c2)OC(C)(C)CC3=O)cc1`?
TWEAK Fn14 block: -18; aDG glyco act: 0.1; KKLEB tox: -5; MITF TRPM1 inh: -9; iPSC survival up: 2.2; NR2E3 ag-1: -2; Peg3 promoter: -11; Shn3 inh set2: 47; CF NFkB inh: 7; NR2E3 ag-2: -20; HIF-2a block: -35

What do the screens show for `Cc1cc(Oc2ccc(=O)n(C)n2)nc(SCCOc2ccccc2)n1`?
TWEAK Fn14 block: -6; aDG glyco act: 0.0; KKLEB tox: -19; MITF TRPM1 inh: -4; iPSC survival up: 0.0; NR2E3 ag-1: -2; Peg3 promoter: 3; Shn3 inh set2: -17; CF NFkB inh: 13; NR2E3 ag-2: -24; HIF-2a block: 7
